PAFAH1B2 FP inh: blocks human PAF acetylhydrolase 1b catalytic subunit 2. hit rate 1.2% among 340,000. inhibition, % at 3.39 µM. AID 492953. recombinant PAFAH1B2, FP-rhodamine activity probe, fluorescence polarization;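 active = inhibition above the mean of all tested compounds plus 3 SD, cut at about 24% in these data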;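 also: 0% = enzyme with DMSO and 100% = wells lacking PAFAH1B2; many of its hits are not listed in these tables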
Target sequence (P68402 whole entry, looked up): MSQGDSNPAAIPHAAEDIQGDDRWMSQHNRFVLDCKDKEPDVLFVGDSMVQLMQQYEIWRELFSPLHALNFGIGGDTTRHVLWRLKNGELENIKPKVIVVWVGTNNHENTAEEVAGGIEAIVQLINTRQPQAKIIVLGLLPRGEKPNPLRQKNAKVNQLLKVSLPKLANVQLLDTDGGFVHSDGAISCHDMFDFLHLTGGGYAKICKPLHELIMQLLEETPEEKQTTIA
The depositor's hits bear a star. This is a subset; count on the stated rates, not on these rows.

Structure	PAFAH1B2 FP inh
COc1ccc(Cn2c(CCC(=O)N3CCN(c4ccccn4)CC3)nc3ncccc3c2=O)cc1	2.5
CCc1ccc(C(=O)NNC(=O)c2cccc(S(=O)(=O)N3CCN(C)CC3)c2)cc1	1.9
CC(C)C[C@@H](CNCC(=O)[C@H](CC(C)C)NC(=O)c1[nH]cnc1C(=O)N[C@H](CN)CC(C)C)NC(=O)c1nc[nH]c1C(=O)N[C@@H](CC(=O)O)C(=O)O	1.4
F[B-](F)(F)c1cnc2ccccc2c1	4.9
C[C@@H]1CN(S(=O)C(C)(C)C)[C@@H](CCO)/C1=C\CCO (some centres undefined)	-1.8
COc1ccc(CN(C)C(=O)C(CCSC)NS(=O)(=O)c2ccc3c(c2)OCCO3)c(OC)c1OC (centres undefined)	1.7
CCCNC1(C(N)=O)CCN(Cc2ccccc2)CC1	-1.1
CCN1C[C@@H]2[C@@H]3C(=O)N(C)C(=O)[C@@H]3[C@](Cc3ccccc3)(C1=O)N2C(=O)c1ccc(Cl)cc1	-3.2
O=C(NNS(=O)(=O)c1ccc(Br)cc1)c1csnn1	17.8
COc1cc(Cl)c(CNC[C@H]2O[C@@H](n3ccc(=O)[nH]c3=O)[C@H](O)[C@@H]2O)c(Cl)c1O	2.2
CC(=O)Nc1ccc(C=NN=C2c3ccccc3-c3ccccc32)cc1	-9.1
CCOc1cc(C#N)ccc1OCC(=O)NNC(=O)CC1CCS(=O)(=O)C1 (centres undefined)	-2.8
C=CCOC(=O)c1cc(-c2ccc(/C=C3\C(=O)NC(=O)C(C#N)=C3C)o2)ccc1Cl	12.3
COc1ccc(Cl)cc1C(=O)OCC(=O)NC1CCCC(C)C1C (centres undefined)	6.9
Nc1[nH][nH]c(=O)c1N=Nc1ccccc1	4.5
Cc1ccc(S(=O)(=O)N2CC(O)C[C@H]2C(=O)OCC(=O)N2CCN(c3ccc(F)cc3)CC2)cc1C (some centres undefined)	8.1

As a working copy, some entries already given:
Structure	PAFAH1B2 FP inh
O=C(NNS(=O)(=O)c1ccc(Br)cc1)c1csnn1	17.8
COc1cc(Cl)c(CNC[C@H]2O[C@@H](n3ccc(=O)[nH]c3=O)[C@H](O)[C@@H]2O)c(Cl)c1O	2.2
CC(=O)Nc1ccc(C=NN=C2c3ccccc3-c3ccccc32)cc1	-9.1
CCOc1cc(C#N)ccc1OCC(=O)NNC(=O)CC1CCS(=O)(=O)C1 (centres undefined)	-2.8
C=CCOC(=O)c1cc(-c2ccc(/C=C3\C(=O)NC(=O)C(C#N)=C3C)o2)ccc1Cl	12.3

Next compounds follow:
Structure	PAFAH1B2 FP inh
O=Cc1ccc(Sc2ncccn2)o1	-1.0
CCOC(=O)c1ccccc1NC(=O)COC(=O)C(Cc1c[nH]c2ccccc12)NC(C)=O (centres undefined)	1.8
CC(=O)OCC1CC(COC(C)=O)C(COC(C)=O)CC1COC(C)=O (centres undefined)	2.5
COc1ccccc1/C=C/C(=O)OCC(=O)Nc1nnc(-c2ccccc2)o1	-5.0
O=C(Nc1ccccc1N1CCCC1)C1CCCO1 (centres undefined)	2.6
COCC(=O)n1nc(-c2ccccc2)nc1NCc1cccs1	4.1
COc1ccc2cc([C@H](C)C(=O)OCc3cn(CC(=O)c4ccc(O)cc4)nn3)ccc2c1	2.7
COc1cc2c(O)cc(C(=O)O)c(-c3cc(OC)c(OC)c(OC)c3)c2cc1OC	3.8
CN(C)C(CNC(=O)C1CCN(S(=O)(=O)c2cc(Cl)ccc2Cl)CC1)Cc1ccccc1 (centres undefined)	1.6
Cc1cccc(NC(=O)COC(=O)c2ccc(S(=O)(=O)N3CCCC3)cc2)c1	3.1
COc1ccc(S(=O)(=O)N2CCC3CC2c2cc(N4CCOCC4)ccc23)cc1 (centres undefined)	14.7
Cc1ccc(NC(=O)CSc2nnnn2C2CC2)cc1S(=O)(=O)N1CCOCC1	0.8
Nn1c(SCC(=O)NCCC2=CCCCC2)nnc1-c1cccnc1	0.1
CCCCn1c(N)c(N(CCOC)C(=O)CCNC(=O)NC23CC4CC(CC(C4)C2)C3)c(=O)[nH]c1=O	18.1
O=C(CSc1ncnc2sccc12)Nc1ccc(S(=O)(=O)N2CCOCC2)cc1	2.5
CCc1n[n+](CC(=O)c2ccccc2)c(N)s1	2.1
CCn1c(SCCN2CCCCC2)nc2c1c(=O)n(C)c(=O)n2C	2.4
CC1CCN(C(=O)COC(=O)c2ccc3c(c2)C(=O)N(Cc2ccco2)C3=O)CC1	4.1
O=C(c1cccs1)c1ccccc1Cc1cccs1	4.7
COc1ccc2nc(N=Nc3ccc(N(C)C)cc3)sc2c1	4.5
COc1ccc2[nH]c3c4c(ccc3c2c1)C(=O)C=CC4=O	17.0
CN(C(=O)c1cccc(NC(=O)Cc2ccc(NC(=O)C3CCN(S(=O)(=O)c4cccc([N+](=O)[O-])c4)CC3)cc2)c1)C1CCC1	-2.9
N#CC(=Nc1ccccc1)c1ccccc1	7.2
Cc1ccc(NC(=S)N2CCC(C(=O)c3ccc(F)cc3)CC2)cc1C	-1.5
COCC(=O)OC1CCn2c1nc1c2C(=O)C(C)=C(NC(C)=O)C1=O (centres undefined)	20.8
Cc1ccc(CNC(=O)COc2cccc3c2OC(C)(C)C3)cc1	2.7
Cc1c(N)cc(S(=O)(=O)O)cc1NC(=O)c1cccc([N+](=O)[O-])c1	0.1
COC1=C(C)C(=O)C2=C(C1=O)C1C3CC4=C(C(=O)C(OC)=C(C)C4=O)C(CNC(=O)C(C)=O)N3C(C#N)C(C2)N1C (centres undefined)	6.6
CN(c1ccccc1)S(=O)(=O)CS(=O)(=O)N(C)c1ccccc1	18.7
O=S(=O)(O)c1cc2onnc2c2ccccc12	14.9
CC(C)(Oc1ccc(Cl)cc1)C(=O)NNC(=O)c1ccc(Br)o1	10.1
O=C(CCCCC(=O)Sc1ccccc1)Sc1ccccc1	-1.6
CC(C)c1ccccc1NC(=O)C1CCCN(C(=O)c2ccc(Cl)cc2)C1 (centres undefined)	3.7
CC1CCCCC1NC(=O)COC(=O)c1c2c(nc3ccccc13)/C(=C\c1ccco1)CC2 (centres undefined)	-2.9
CC(Sc1ncnc2sccc12)C(=O)Nc1ccc(S(=O)(=O)N2CCOCC2)cc1 (centres undefined)	-4.2
C#CCOCCOCCOCCNc1nc(N2CCN(C(=O)Cn3cc(CCCCN)nn3)CC2)nc(N2CCN(C(=O)[C@H](C)n3cc(CCC(=O)O)nn3)CC2)n1	4.1
CCC(C)Cn1cnc2c(Sc3c([N+](=O)[O-])ncn3C)nc(N)nc21 (centres undefined)	3.1
Cc1ccc(S(=O)(=O)N2CCN(C(=O)CN(Cc3ccco3)Cc3cccs3)CC2)cc1	15.0
CN(C)CC1CC/C(=C\c2ccc(O)cc2)C1=O (centres undefined)	0.6
O=C(NCCNCC(O)COc1ccc(O)cc1)N1CCOCC1 (centres undefined)	1.5
O=C(COC(=O)c1ccc(Cl)nc1)Nc1ccc2ccccc2c1	-2.1
CC(C)C[C@@H](CNCC(=O)[C@H](Cc1ccccc1)NC(=O)c1[nH]cnc1C(=O)N[C@@H](C)CN)NC(=O)c1nc[nH]c1C(=O)N[C@@H](CC(=O)O)C(=O)O	6.5
CCOC(=O)c1cc2c(c(CCO)n1)[C@H](CCO)N(S(=O)C(C)(C)C)C2 (some centres undefined)	4.2
COc1ccccc1-c1cccc([C@@H]2C[C@H]3[C@H](CON3C)CN2C(C)=O)c1	1.9
CC(=O)Nc1ccc(C=NNc2nnc(NN=Cc3ccc(NC(C)=O)cc3)c3ccccc23)cc1	1.9
CC(NC(=O)c1ccccc1)C(=O)OCC(=O)Nc1cccc(S(=O)(=O)N2CCCC2)c1 (centres undefined)	4.2
Nc1nc(SCC(=O)c2ccc(Cl)cc2)c2ncn(C3OC(CO)C(O)C3O)c2n1 (centres undefined)	5.8
N#CC1(C#N)OC12CCS(=O)(=O)c1ccccc12 (centres undefined)	5.4
O=C(COC(=O)c1ccccc1NCCO)Nc1ccc(S(=O)(=O)NC2=NCCCCC2)cc1	0.9
CC[C@]12C(=O)N(C)C[C@H]([C@@H]3C(=O)N(Cc4ccccc4)C(=O)[C@@H]31)N2C(=O)c1ccc(F)cc1	-0.5
O=C(Cc1ccc(NC(=O)C2CCN(C(=O)C3CCCC3)CC2)cc1)Nc1ccc(C(=O)N2CCOCC2)cc1	5.7
Cc1cc(C)n2nc(SC(C)C(=O)N3CCOCC3)nc2n1 (centres undefined)	1.2
CCCn1c(N)c(C(=O)COC(=O)COc2ccc(Cl)c(C)c2)c(=O)n(C)c1=O	1.8
CCN(CC)c1ccc(/C=C(\C#N)C(N)=O)cc1	1.9
CC(=O)c1ccc(S(=O)(=O)N(C)CC(=O)Nc2cccc(S(=O)(=O)N3CCCC3)c2)cc1	-5.0
S=C(NCc1ccccc1)C(=S)NCc1ccccc1	3.4

Next section:
Structure	PAFAH1B2 FP inh
CC(OC(=O)CSc1ccccc1)C(=O)NC1CCCCC1C (centres undefined)	8.8
CCOc1cc(N2CCOCC2)c(OCC)cc1NC(=O)CN1C(=O)NC(C)(c2ccc(OC)cc2)C1=O (centres undefined)	1.1
COc1ccc(C(=O)NNC(=O)c2cccc3ccccc23)cc1	3.5
COc1ccc(C=CC(=O)C=CC=Cc2ccccc2)cc1	-6.0
CC(=O)SC1CC(=O)C=C2CCC3C4CCC(=O)OC4(C)CCC3C21C (centres undefined)	3.2
O=[N+]([O-])c1ccccc1N=Nc1c(O)[nH]c2ccc(F)cc12	-2.1
CN(c1ccccc1)S(=O)(=O)c1ccc(C(=O)NCc2ccco2)cc1	-1.6
O=C(C=Cc1cccs1)c1ccccc1	2.3
Clc1ccc2nc(CSc3nnc(-c4c[nH]c5ccccc45)o3)cn2c1	3.3
COc1ccc(CCNC(=O)c2ccc(NC(=O)CC3SC(N4CCCCC4)=NC3=O)cc2)cc1OC (centres undefined)	1.1
CSCCC(NS(=O)(=O)c1ccc(Cl)cc1)C(=O)N1CCN(c2ccccc2)CC1 (centres undefined)	1.6
N=C1C=CC(=C(c2ccc(N)cc2)c2ccc(N)cc2)C=C1	-0.3
CCC(CC)CN1CCC(CN2CCNC(=O)C2=O)CC1	0.7
CCCc1nc2sc3ccccc3c(=O)c2c(=O)n1Cc1ccco1	4.8
COc1ccc(C2C(C)C(=O)C(C)C(c3ccc(OC)cc3)N2N=O)cc1 (centres undefined)	5.4
CC1=CC(C)C2(COC(c3ccc[n+](C)c3)OC2)C(C)C1 (centres undefined)	1.5
C#CCOCCOCCOCCNc1nc(N2CCN(C(=O)[C@H]([C@@H](C)CC)n3cc(CCC(=O)O)nn3)CC2)nc(N2CCN(C(=O)[C@H](Cc3ccc(O)cc3)n3cc(CCO)nn3)CC2)n1	7.5
CC(C)(C)OC(=O)N1CCC(C(=O)Nc2cccc(C(=O)NC3CC3)c2)CC1	2.5
O=C(O)c1cccc2c1Oc1ccccc1S2(=O)=O	-2.0
CCC(=NN=C(CC)c1ccccc1O)c1ccccc1O	-1.7
CC(=O)Nc1ccc(C(=O)Nc2cc(S(=O)(=O)N3CCOCC3)ccc2N2CCOCC2)cc1	-0.8
O=C(Cc1ccc(NC(=O)C2CCN(C(=O)C3CC3)CC2)cc1)Nc1ccc(C(=O)N2CCOCC2)cc1	-4.0
N=c1c2ccccc2nnn1-c1ccccc1[N+](=O)[O-]	4.9
O=[N+]([O-])c1ccc2cc[nH]c2c1	0.2
Nc1nccc(SCc2ccc(Cl)cc2Cl)n1	11.8
O=[N+]([O-])c1cccc(NC(=S)N2CCCC2)c1	2.2
COc1ccc(/C=C(\NC(=O)c2ccccc2)C(=O)N2CCC(C)CC2)cc1	6.7
Cc1noc(C)c1C(=O)Nc1nc2ccccc2s1	4.3
COc1ccc(/C=N\NC(=O)c2cc3c(ccc4ccccc43)o2)cc1O	13.3
O=[N+]([O-])c1ccc(S(=O)(=O)NN=C2CCCCC2)cc1	-0.5
Cc1ccc2c(C)nc(Nc3nc(CSc4nc5ccccc5s4)cc(=O)[nH]3)nc2c1	-8.3
Cc1[nH]c2ccc(C(=O)OC(C)C(=O)N(C)C3CCCCC3)cc2c1C (centres undefined)	-1.5
OCC1OC(O)CC(O)C1O (centres undefined)	6.9
CCc1nc(N)nc(N)c1-c1ccc(Cl)c([N+](=O)[O-])c1	2.0
CC(=O)Nc1ccc(SCC(=O)NNC(=O)CN(C)S(=O)(=O)c2ccc(C)cc2)cc1	2.0
Cc1ccc(-c2nnc(SCC(=O)NCC3CCCO3)nc2-c2ccc(C)cc2)cc1 (centres undefined)	2.2
O=C(COC(=O)c1cc([N+](=O)[O-])ccc1N1CCCC1)Nc1ccccc1OC(F)F	0.9
CCCCCCCCNS(=O)(=O)CCNCCc1ccccc1	9.7
CC(C)(C)S(=O)(=O)N1Cc2cc(=O)n(Cc3ccccc3)c(CCO)c2[C@H]1CCO	-2.0
CCc1nnc(NC(=O)[C@@H](NS(=O)(=O)c2ccc3c(c2)OCCO3)C(C)C)s1	2.3
CN(Cc1ccccc1)C(=O)c1cccc(NC(=O)Cc2ccc(NC(=O)C3CCCN(C(=O)CCc4ccccc4)C3)cc2)c1 (centres undefined)	3.9
CCOC(=O)C=C(C(=O)OCC)C(=O)OCC	-3.7
Cc1ccc(S(=O)(=O)N2CC=C(N)N2)cc1	-3.5
Fc1ccccc1CSc1ncnc2c1ncn2C1CCCO1 (centres undefined)	3.0
OCC(O)C1OC(c2ccco2)OC(CO)C1O (centres undefined)	-0.6
CNC(=O)NC(=O)CSc1ccc(S(=O)(=O)N(C)C2CCCCC2)cn1	11.4
NNC(=O)CC1=NNC(=O)C1	-1.8
Cc1cc2nc(N=C(N)N)nc(C)c2cc1C	3.0
Nc1cc2c(cc1Br)-c1ccc(F)cc1C2O (centres undefined)	3.4

Source: PubChem (The Scripps Research Institute Molecular Screening Center)
